# OXTR potentiator = human OXTR potentiators, primary screen, fluorescence, CHO-OTR cells, Fluo-8 calcium. Oxytocin receptor (Homo sapiens), P30559. Fluo-8 calcium fluorescence, potentiator mode; 0% = oxytocin EC15, 100% = EC100. activation, % at 3 µM. 320,000 tested, 0.061% active. AID 2445, 2010;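 active means activation above that plate's cutoff, the mean activation of tested compounds plus 3 SD, cut at about 6.6% in these data, passing the limit was not always enough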;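 further: 100% uses oxytocin at 75 nM as the full agonist control; some results filed as inactive read as strong as hits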
#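 assay system = CHO-OTR cells, human receptor | schedule = compound 6 min at room temperature before oxytocin, 100 s read | detection = Fluo-8 intracellular calcium fluorescence, ex 470-495, em 515-575 nm | evaluation = normalized max/min fluorescence ratio, % activation | control set = EC15 oxytocin alone as 0%, 75 nM oxytocin (EC100) as 100%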
# TAAR1 ag = human TAAR1 agonists, primary screen, Fluo-8 calcium fluorescence, CHO RD-HGA16 cells | Trace amine-associated receptor 1 (Homo sapiens), Q96RJ0 | vehicle wells 0%, saturating PEA agonist 100% | activation, % at 3 µM | 360,000 tested, 0.99% active | AID 624467, 2012;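 active means activation above the mean activation of all test compounds in the run plus 3 SD, cut at about 38% in these data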
# Target sequence (Q96RJ0 whole entry, looked up): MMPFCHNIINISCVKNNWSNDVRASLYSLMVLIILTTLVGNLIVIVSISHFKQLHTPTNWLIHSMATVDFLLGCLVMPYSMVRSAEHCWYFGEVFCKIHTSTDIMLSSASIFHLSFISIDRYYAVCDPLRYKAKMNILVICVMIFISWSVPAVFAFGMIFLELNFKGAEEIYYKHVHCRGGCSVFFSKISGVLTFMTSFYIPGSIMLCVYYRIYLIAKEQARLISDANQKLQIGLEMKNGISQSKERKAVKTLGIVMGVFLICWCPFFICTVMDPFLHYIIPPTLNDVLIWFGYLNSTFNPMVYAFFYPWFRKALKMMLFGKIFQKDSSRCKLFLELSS
#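 Test system: RD-HGA16 (CHO) cells co-expressing Gα16 and hTAAR1; dosing: one-point dosing at 3 µM (nominal); timing: 17-24 h seeding, 75 min 37 °C dye, 30 min RT; signal: kinetic Fluo-8 calcium fluorescence; read-out basis: % activation relative to PEA EC100 response; controls: DMSO and PEA EC100; replicates: n 1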
# TAAR1 antagonist = human TAAR1 antagonists, primary screen, Fluo-8 calcium fluorescence, CHO RD-HGA16 cells; inhibition, % at 3 µM; 360,000 tested, 1.5% active; Trace amine-associated receptor 1 (Homo sapiens), Q96RJ0; antagonist;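 active means inhibition above a per-plate cutoff, the mean inhibition of test compounds on that plate plus 3 SD, cut at about 49% in these data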;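 further: 0% = DMSO plus EC80 beta-PEA response and 100% = DMSO alone without agonist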
#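 test system = CHO RD-HGA16 cells bearing hTAAR1 | replication = singlicate | controls = DMSO-only wells and EC80 β-PEA-stimulated wells | reagent = EC80 β-phenethylamine stimulus | read-out basis = percent inhibition of PEA-evoked calcium signal, max/basal emission ratio | schedule = seeding 17-24 h prior, 75-min 37 °C, 30-min RT dye loading | signal = kinetic Fluo-8 calcium fluorescence measurement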
# OXTR ag = human OXTR agonists, primary screen, fluorescence, CHO-OTR cells, Fluo-8 calcium | Oxytocin receptor (Homo sapiens), P30559 | Fluo-8 calcium fluorescence; normalized: DMSO 0%, oxytocin 100% | activation, % at 3 µM | 320,000 tested, 0.32% active;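 active means activation above the mean of all tested compounds plus 3 SD, cutoff set per screening run, cut at about 20% in these data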;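 further: peak over basal fluorescence ratio from a 100 s FLIPR kinetic read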
# M1 PAM = human M1 muscarinic receptor positive allosteric modulators, primary screen, CHO-K1 cells, Fluo-8 calcium fluorescence, 1536-well; AID 588819, 2011; activation, % at 3 µM; 360,000 tested, 0.088% active; CHO-K1 hM1, ACh EC20; 0% = ACh EC20, 100% = maximal ACh; in the data active means activation above about 19%, passing the limit was not always enough
# Target sequence (P11229 whole entry, looked up): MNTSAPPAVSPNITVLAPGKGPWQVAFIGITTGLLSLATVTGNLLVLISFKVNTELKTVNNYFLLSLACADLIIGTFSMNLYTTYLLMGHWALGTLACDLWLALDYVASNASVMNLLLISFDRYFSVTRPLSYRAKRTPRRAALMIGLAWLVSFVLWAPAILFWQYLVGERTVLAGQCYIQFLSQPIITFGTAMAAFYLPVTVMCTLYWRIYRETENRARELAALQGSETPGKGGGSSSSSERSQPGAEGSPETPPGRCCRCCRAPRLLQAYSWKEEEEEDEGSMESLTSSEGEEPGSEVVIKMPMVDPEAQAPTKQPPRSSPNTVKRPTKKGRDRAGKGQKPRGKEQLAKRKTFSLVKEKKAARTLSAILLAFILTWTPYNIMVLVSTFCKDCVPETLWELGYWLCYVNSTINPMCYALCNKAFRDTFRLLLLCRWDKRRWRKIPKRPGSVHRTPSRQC
# V1aR counter = agonists of human V1a receptor, primary screen, counter-screen for OXTR agonist project, fluorescence, CHO-V1R cells; Vasopressin V1a receptor (Homo sapiens), P37288; Fluo-8 calcium fluorescence, agonist mode; 0% DMSO, 100% 3 nM vasopressin; activation, % at 3 µM; 320,000 tested, 0.25% active;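 active means activation above the mean activation of all tested compounds plus 3 SD, per screening run, cut at about 20% in these data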;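 further: signal is peak over basal fluorescence ratio across a 100 second FLIPR read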
# M1 antag = human M1 muscarinic receptor antagonists, primary screen, CHO-K1 cells, Fluo-8 calcium fluorescence, 1536-well. 360,000 tested, 1.3% active. CHO-K1 hM1, ACh EC80 antagonist. AID 588852, 2011. inhibition, % at 3 µM;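 active means percent inhibition above its own plate's cutoff, namely the mean of that plate's compound wells plus 3 SD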;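 further: peak over basal fluorescence ratio during 140 s after agonist addition; 0% = ACh EC80 plus DMSO and 100% = DMSO alone without agonist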
# M1 ag = human M1 muscarinic receptor agonists, primary screen, Fluo-8 calcium fluorescence, CHO-K1 cells, HTS | Muscarinic acetylcholine receptor M1 (Homo sapiens), P11229 | CHO-K1 hM1, agonist mode; 0% DMSO, 100% acetylcholine EC100 | activation, % at 3 µM | 360,000 tested, 0.33% active;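 active means activation above the run's mean compound activation plus 3 SD, cut at about 16% in these data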;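 further: peak over basal fluorescence ratio within a 140 s kinetic read after compound addition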
# CHO parental Ca = ATP-evoked calcium signal inhibitors, parental CHO, primary screen, counter-screen for OX1R antagonist project, cell-based, fluorescence, Fluo-8 calcium dye. parental CHO-K1, ATP-induced calcium, Fluo-8 fluorescence. inhibition, % at 5.6 µM. 330,000 tested, 0.63% active;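 active means inhibition above that plate's mean sample inhibition plus 3 SD, cut at about 26% in these data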;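 further: 0% = ATP-challenged DMSO wells and 100% = DMSO wells without ATP; some compounds past the cut are filed as inactive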
#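 material = parental CHO cells | also added = ATP as calcium-mobilizing challenge | dosing = single point at 5.6 µM | detection = intracellular calcium via Fluo-8 no-wash fluorescent dye | read-out = % inhibition | benchmarks = low control ATP plus DMSO, high control DMSO only | repeats = one well per compound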
# Starred values were filed as active, the others as inactive; . = no result given.
SMILES,OXTR potentiator,TAAR1 ag,TAAR1 antagonist,OXTR ag,M1 PAM,V1aR counter,M1 antag,M1 ag,CHO parental Ca
COc1cc(NC(=O)C2Cc3ccccc3CN2S(C)(=O)=O)cc(OC)c1 (configuration not stated),0,-1,17,3.7,4,0.5,6,-1,-14
Nc1c(N(Cc2ccccc2)C(=O)COc2ccc([N+](=O)[O-])cc2)c(=O)[nH]c(=O)n1Cc1ccccc1,.,8,-11,.,3,.,3,-4,.
CCCCOC(=O)CSCC(=O)N1N=C(c2cccs2)CC1c1ccc(F)cc1 (configuration not stated),-1,3,4,-1.7,0,0.6,-4,-7,29*
CCOC(=O)N1CCN(c2c(F)cc3[nH]c(=S)[nH]c3c2Br)CC1,-1,4,7,0.5,-7,-0.1,13,-2,-14
CCN(CC)S(=O)(=O)c1cc(NC(=O)CSc2nnc(-c3cccs3)o2)ccc1C,-1,2,0,-1.3,8,0.0,1,4,-8
CCOC(=O)c1c(C)nc2sccn12,1,9,0,0.2,-4,0.7,5,-4,-4
O=C(COC(=O)c1cc(S(=O)(=O)N2CCc3ccccc3C2)ccc1Cl)NCc1ccco1,-8,7,34,-0.7,3,-0.3,-6,-3,-11
Cc1ccc(NS(=O)(=O)c2ccc(C(=O)N3CCN(S(=O)(=O)c4ccccc4)CC3)cc2)cc1,-11,9,42,0.6,-3,4.0,11,-1,4
COc1cc(/C=N/n2cnnc2)ccc1OCC(=O)N1CCOCC1,-6,1,1,1.0,12,1.8,-9,-4,14
CCCc1noc2c1C(c1cc(Br)ccc1F)C(C#N)=C(N)N2 (configuration not stated),-5,5,-17,-0.8,9,0.4,-10,-5,-9

# The final 3 records of the section before lead into the next:
SMILES,OXTR potentiator,TAAR1 ag,TAAR1 antagonist,OXTR ag,M1 PAM,V1aR counter,M1 antag,M1 ag,CHO parental Ca
Cc1ccc(NS(=O)(=O)c2ccc(C(=O)N3CCN(S(=O)(=O)c4ccccc4)CC3)cc2)cc1,-11,9,42,0.6,-3,4.0,11,-1,4
COc1cc(/C=N/n2cnnc2)ccc1OCC(=O)N1CCOCC1,-6,1,1,1.0,12,1.8,-9,-4,14
CCCc1noc2c1C(c1cc(Br)ccc1F)C(C#N)=C(N)N2 (configuration not stated),-5,5,-17,-0.8,9,0.4,-10,-5,-9
CCN(CC)Cc1c(C(=O)N/N=C/c2ccccn2)nnn1-c1nonc1N,-8,5,-9,-0.1,3,0.7,-10,-7,-11
Cc1cccc(N2C(=O)C(CC(=O)Nc3cccc(F)c3)N(CCc3ccncc3)C2=O)c1 (configuration not stated),-8,4,-3,0.0,1,-0.4,-8,-7,-18
CCOC(=O)c1c(S(=O)(=O)N2CCCC(C(=O)Nc3ncccc3C)C2)c(C)n(C)c1C (configuration not stated),-4,0,-6,-0.8,4,-0.3,-1,-1,-4
CCN(CC(=O)Nc1ccc2c(c1)OCCO2)C(=O)CC1CCCC1,-2,0,-7,-1.3,-6,-0.8,4,-3,-15
Cn1c(NCc2c[nH]c3ccccc23)nc2ccccc21,-5,8,4,1.8,4,2.1,-22,-3,-13
CCN1c2ccccc2N(C)C1(C)c1ccccc1 (configuration not stated),-1,.,.,1.9,-1,2.6,-4,-8,-4
Cn1c(=O)c2c(nc(SCc3cccnc3)n2Cc2ccc(F)cc2)n(C)c1=O,-4,2,4,-0.7,-2,0.0,-3,-12,-19
CN1CCN(NC(=O)C23CC4CC(CC(C4)C2)C3)CC1,-14,0,4,0.1,6,-0.6,-2,-9,-1
COc1ccc(NC(=O)c2cccs2)cc1NC(=O)c1ccco1,-4,10,4,-0.4,-3,-0.6,-13,-4,-7
Cc1cc(C(F)(F)F)nn1CC(=O)NCC1CCCO1 (configuration not stated),-3,6,8,-0.6,8,0.1,-4,-1,-7
O=c1oc2ccccc2c(Nc2cccc3ccccc23)c1[N+](=O)[O-],-13,-2,6,5.2,0,5.1,6,1,-10
CCN1C(=O)[C@H]2[C@@H](c3ccc(SC4CCCCC4)cc3)N3CCCC[C@@]3(C(=O)OC)[C@H]2C1=O,-2,5,5,-0.1,13,0.1,-17,2,-8
Cc1cc(OC(C)C(=O)Nc2ccncc2)ccc1Cl (configuration not stated),-24,10,18,15,-9,9.5,17,-4,20
CC1CCCC(C)N1C(=O)CSc1nc2ccccc2s1 (configuration not stated),-11,6,11,-2.3,9,-0.8,-12,-3,-25
CC(=O)NCc1ccc(-c2csc(-c3cccs3)n2)cc1,-6,0,8,4.0,1,5.4,-2,-12,-9
CSCCC(NC(=O)c1ccccc1Cl)C(=O)N1CCN(C(C)=O)CC1 (configuration not stated),9,11,-15,1.8,3,1.0,-8,-2,-7
Cc1cccc([N+](=O)[O-])c1NC(=O)COC(=O)C1CC2CCCC(C1)C2=O (configuration not stated),4,0,-28,0.9,1,0.6,-14,0,4
Cc1ccc(NC(=O)c2cccs2)cc1[N+](=O)[O-],-15,3,-20,-2.6,8,2.0,-6,-2,-2
Cc1ccnn1CC(=O)N/N=C/c1ccc([N+](=O)[O-])s1,-6,3,-1,-1.0,8,0.4,-9,-4,-13
O=C(CCC(=O)OCC(=O)c1cccc([N+](=O)[O-])c1)Nc1ccccc1Cl,-8,0,6,1.0,10,1.4,-5,-6,-2
CC(C)CC#Cc1ccc2c(c1)O[C@H](CN(C)C(=O)Nc1ccccc1)[C@@H](C)CN([C@H](C)CO)S2(=O)=O,.,2,-14,.,3,.,-10,-3,.
S=C(Nc1cccc(Cl)c1)Nc1ccc2c(c1)OCCO2,.,6,16,.,2,.,0,-2,.
O=C(C1CCN(S(=O)(=O)c2cccc([N+](=O)[O-])c2)CC1)N1CCOCC1,-8,5,4,-0.2,3,-0.1,1,-7,18
O=C(C(Cc1ccccc1)N1C(=O)c2ccccc2C1=O)N1c2ccccc2CCc2ccccc21 (configuration not stated),-14,9,-1,1.1,6,-1.2,-3,-8,-13
O=C(CC(=O)c1ccccc1[N+](=O)[O-])c1ccccc1,6,.,.,-0.2,.,-0.7,.,.,-10
O=C(CN1CCOCC1)N/N=C/c1ccc(-c2ccc(Br)cc2)o1,-1,0,-7,-1.4,9,-0.8,-21,-2,-1
CCCSc1nnc(N)s1,-6,3,-26,-0.2,3,0.8,-3,-8,-1
COc1ccc(C(=O)c2sc3nc(C)cc(-c4cccs4)c3c2N)cc1,.,24,28,.,-7,.,15,-5,.
O=C(O)c1ccc(N2C(=O)c3cccc4c(C(=O)O)ccc(c34)C2=O)cc1,-9,1,-4,-0.5,-13,-0.4,9,-3,-6
COc1ccc(N(CC(=O)NCc2ccc3c(c2)OCO3)S(C)(=O)=O)cc1OC,-4,16,-3,1.6,2,0.2,-1,-2,2
FC(F)C(F)(F)Oc1cccc(Nc2nccn3c(-c4ccc5ccccc5c4)cnc23)c1,.,1,2,.,-3,.,6,-1,.
Cc1cccc(C)c1NC(=O)COC(=O)c1cccnc1,-13,1,13,1.3,6,0.5,0,-1,5
COc1ccc(CCc2nnc(CCC(=O)NCc3cnc4ccccn34)o2)cc1,0,3,-12,0.5,6,0.3,-4,-11,-10
Cc1cc(C(=O)CSc2nc3ccccc3c(=O)[nH]2)c(C)n1C,-18,4,4,3.6,4,-0.4,-27,-4,-26
COc1cc(C2=NOC(C(=O)NCc3ccco3)C2)cc(OC)c1OC (configuration not stated),0,6,-12,1.5,12,1.4,-6,0,-19
COc1ccccc1/C=C/c1ccc2cccc(O)c2n1,-16,1,-1,-1.1,5,-1.0,-6,-1,-3
CCc1nnc(NC(=O)c2nc(Cl)ccc2Cl)s1,.,-1,10,.,-1,.,7,-1,.
NNC(=O)c1sc2cc(C(F)(F)F)cnc2c1-c1cccnc1,-3,0,3,-0.6,10,-0.5,-5,-3,-25
O=C(NCC(c1ccco1)N1CCN(c2ccc(F)cc2)CC1)C(=O)NC1CCCCC1 (configuration not stated),-5,2,-14,-0.1,2,0.6,-2,-1,-22
O=C(Cc1nn[nH]n1)NCCC1=CCCCC1,-1,12,-11,1.4,4,-0.5,-12,-3,-8
CS(=O)(=O)N1CCC(C(=O)Nc2ccc(Br)cc2F)CC1,1,5,3,0.4,7,0.1,-6,-5,-3
CC(C)(C)C(=O)C1=C(O)C(=O)N(Cc2ccccc2)C1c1ccccc1F (configuration not stated),-1,3,-28,-1.1,9,1.6,-16,-2,-1
O=C(NCCCN1CCCC1=O)c1cccc(S(=O)(=O)NCc2ccccc2)c1,-7,1,-23,-1.3,4,-0.5,-17,-1,-9
OCCCNc1nnc(-c2ccccc2)c2ccccc12,-3,-2,-24,1.5,10,-0.6,-12,-4,-1
Cc1cc(C)cc(NC(=O)N(CCC#N)Cc2cccs2)c1,-4,2,-13,-0.9,0,-0.7,0,-6,-9
O=C(NCCN1C(=O)S/C(=C\c2ccccc2F)C1=O)C1CCCN1C(=O)c1cccs1 (configuration not stated),-4,9,-3,2.5,-1,1.5,2,-11,-35
CCC(C)NC(=O)CCC(=O)NNc1nc2ccccc2c2nc(C)nn12 (configuration not stated),-4,-1,0,-0.4,2,0.0,2,-4,-9
Nc1ccc2nc3c(=O)[nH]c(=S)[nH]c3nc2c1,-5,36,6,35*,-1,33*,-1,18*,16
COc1cc(/C=C2/C(=O)N(c3ccc(C(=O)O)cc3)N=C2C)cc(OC)c1O,.,1,-2,.,5,.,-7,-1,.
CC(NC(=O)COC(=O)C1CCN(S(=O)(=O)c2ccccc2C(F)(F)F)CC1)c1ccccc1 (configuration not stated),-11,1,-2,3.9,1,5.6,3,-5,-7
Cc1c(CC(=O)N2CCN(C(=O)C3COc4ccccc4O3)CC2)c(=O)oc2cc(O)ccc12 (configuration not stated),-14,1,-2,-0.6,2,0.2,-17,-1,4

# Rows were taken by chance. Share with any hit: about 3.7%.
